# Screening results as filed in PubChem BioAssay.
# Growth percent in the NCI-60 one-dose screen (48 h, 10 µM unless noted): 100 = growth as untreated, 0 = no growth, -100 = all killed.
# UACC-257: UACC-257 melanoma | AID 1794764 | 78,000 compounds, 4.4% hits
# MALME-3M: MALME-3M melanoma. 78,000 compounds, 5.8% hits. AID 1794766
# UACC-62: UACC-62 melanoma; 81,000 compounds, 5.4% hits; AID 1794756
# T-47D: T-47D breast cancer; 79,000 compounds, 5% hits; AID 1794792
# BT-549: BT-549 breast cancer; 78,000 compounds, 4.4% hits
# SK-MEL-28: SK-MEL-28 melanoma; 81,000 compounds, 4.1% hits
# HS 578T: HS 578T breast cancer; 78,000 compounds, 4.1% hits; AID 1794788
# SK-MEL-2: SK-MEL-2 melanoma | 77,000 compounds, 4.7% hits | AID 1794763
# The depositor's hits bear a star; . = not tested or not shown; & = joins results of further samples; [ ] = dose if it differs, or a comment. The calls were made as follows: active = growth percent below 10; inactive = the rest.
SMILES,UACC-257,MALME-3M,UACC-62,T-47D,BT-549,SK-MEL-28,HS 578T,SK-MEL-2
CC(=O)O[C@]1(C(C)=O)CC[C@H]2[C@@H]3C[C@H](C)C4=CCCC[C@]4(C)[C@H]3CC[C@@]21C,97,121,84,89,67,95,106,106
CCCN(CCC)CCCNc1cc(OC)cc2cccnc12,84,121,94,.,94,96,89,103
O=C(c1ccccc1)N(CCCl)C(=O)N(CCCl)C(=O)c1ccccc1,101,95,94,86,100,106,110,93
CC(C)(C)OC(=O)N1CCc2c(sc3ncnc(N/N=C/c4ccc(Br)cc4)c23)C1,73,51,42,34,75,63,74,68
N=C(N)c1ccc(S(N)(=O)=O)cc1,93,88,99,101,94,104,.,100
Cc1ccc(/C=C/C(=O)c2cccc(OCCCOc3cccc(C(=O)/C=C/c4ccc(C)cc4)c3)c2)cc1,96,99,63,58,80,98,86,105
CCOC(=O)c1cc2c(n1C)-c1nc(NC(C)=O)sc1CCC2,68,108,70,52,72,107,61,90
NNC(=O)c1cc2ccccc2[nH]1,115,104,93,95,97,104,95,96
CCOC(=O)C(CCC(C)(C)C)(CCC(C)(C)C)C(=O)OCC,103,109,101,101,92,100,.,102
O=C1Nc2ccc(F)cc2/C1=C\c1c(-c2ccccc2)nc2ccccn12,91,67,61,62,66,85,72,64
Cc1nc2c(cnn2-c2ccccc2)c(=O)n1-c1ccc(N=C2C(=O)Nc3ccccc32)cc1,71,77,64,62,78,96,82,87
COc1ccc(-c2nc(NCC(=O)c3ccc(Cl)cc3)[nH]c(=O)c2C#N)cc1,94,101,105,95,111,117,108,88
COP(=O)(OC)C(c1ccc(O)cc1)(c1ccc(O)cc1)c1ccc(O)cc1,100,127,99,104,133,118,99,101
CCc1c(N)nc(N)nc1Nc1ccccc1C,97,109,95,87,109,112,108,114
Nc1nc(N)c2[nH]cnc2n1,56,125,84,59,97,100,114,109
C=C(C)[C@@H]1CC[C@]2(C(N)=O)CC[C@]3(C)[C@H](CC[C@@H]4[C@@](C)(CCC#N)[C@H](C(=C)C)CC[C@]43C)[C@@H]12,77,98,75,.,82,94,79,81
CCOC(=O)N1CCC2(CC1)C[C@](C)(C(C)=O)C(C)O2 (some centres undefined),92,97,99,104,111,106,97,89
COC(=O)C1(O)NC(=C(C#N)C#N)C(C#N)=C1C(=O)c1cccc([N+](=O)[O-])c1 (centres undefined),87,101,100,94,99,112,99,115
O=C1N(Cc2ccc([N+](=O)[O-])cc2)c2ccccc2S(=O)(=O)N1c1cccnc1Cl,93,99,70,105,90,105,101,103
Oc1ccc(Nc2nccc(-c3ccc(Cl)cc3)n2)cc1,87,95,72,74,76,90,80,99
C/C(=C\c1ccccc1)C(O)C(=O)c1nc2ccc([N+](=O)[O-])cc2[nH]c1=O (centres undefined),81,109,72,77,79,112,95,94
NC1=Nc2c(sc(S)c2-c2nc3ccccc3s2)C(=O)OC1,93,103,79,64,113,100,95,96
CCCCn1c(-c2ccc(F)cc2)nc2cc(OC)c(OC)cc2c1=O,-32*,72,82,89,.,98,101,176
Cc1cnc(SCc2ccccc2Cl)nc1N(C)C,.,80,86,133,98,121,104,98
CC(=O)c1ccccc1Oc1nccc(-c2ccc(Cl)cc2)n1,100,87,75,69,83,100,86,98
CCCCCC(Br)C(Br)CC(Br)C(Br)CCCCCCCC(=O)c1ccc2ccccc2c1O (centres undefined),103&111,114&91,91&110,100&94,104&92,105&114,109,99&96
COc1cc2c(cc1-c1c(C)noc1C)ncc1nc(C3CCC(F)(F)CC3)n(C3CCC(OC(F)F)CC3)c12 (centres undefined),39,48,32,22,79,67,61,46
CCCCn1c(=O)c(/C=C/C(=O)/C=C/c2ccc(O)c(OC)c2)cc2ccc(Cl)cc21,32,30,2.4*,25,11,39,48,42
CCNCCNc1cc(-c2cccc(C(F)(F)F)c2)c(C#N)c2nc3ccccc3n12,-84*,-77*,-69*,-72*,-65*,-82*,-48*,.
c1ccc([I+]c2ccccc2)cc1 (tested in a mixture with another compound),73,75,92,72,.,92,109,.
COC(c1ccccc1)(c1ccccc1)c1ccccc1,122,95,.,87,96,109,103,118
CCOC(=O)c1sc(NC(=O)c2cc(OC)c(OC)c(OC)c2)nc1C,108,.,89,118,.,101,81,31
N#CC1=C(N)Oc2c(sc3c(F)cccc23)C1c1ccc([N+](=O)[O-])cc1 (centres undefined),-17*,-24*,-76*,-3.6*,-48*,-44*,-26*,-42*
Clc1ccc(OCC2CO2)c(Cl)c1 (centres undefined),97,127,93,94,111,116,76,111
Cc1ncc(C[n+]2csc(CCBr)c2C)c(N)n1,93,92,97,99,109,105,112,102
COC(=O)C1=Nc2ccc(F)cc2/C1=C\c1sc(=S)n(C(C(=O)O)C(C)CO)c1O (centres undefined),90,88,74,59,91,107,76,97
Clc1sc(Cl)c(Cl)c1Cl,110,100,101,107,105,106,110,93
CCCCCCCCCCCCOCCNCC(=O)Nc1ccc(S(=O)(=O)c2ccc(NC(=O)CNCCOCCCCCCCCCCCC)cc2)cc1,104,97,107,92,91,114,98,99
COc1nc2c(c(=O)n1C)C1(C(=O)N(Cc3ccccc3)c3ccccc31)c1c(nc(OC)n(C)c1=O)N2,84,95,104,84,97,107,111,97
O=C(N/N=C/c1ccncc1)c1ccccc1Nc1cccc(C(F)(F)F)c1,63,93,81,58,69,95,103,99

# Three entries drawn at random from the list so far:
SMILES,UACC-257,MALME-3M,UACC-62,T-47D,BT-549,SK-MEL-28,HS 578T,SK-MEL-2
Clc1sc(Cl)c(Cl)c1Cl,110,100,101,107,105,106,110,93
Clc1ccc(OCC2CO2)c(Cl)c1 (centres undefined),97,127,93,94,111,116,76,111
Cc1ncc(C[n+]2csc(CCBr)c2C)c(N)n1,93,92,97,99,109,105,112,102

# Further records follow:
SMILES,UACC-257,MALME-3M,UACC-62,T-47D,BT-549,SK-MEL-28,HS 578T,SK-MEL-2
COc1cc(OC)c(NC(=O)CC(C)=O)cc1Cl,101,131,97,97,105,105,111,113
CCCCCCCCCCCCCCCC[N+]1(C)CCOCC1,49,-2.8*,47,.,15,86,16,58
O=C1Nc2ccccc2C1C1c2ccccc2NC(=O)N1Cc1ccccc1 (centres undefined),.,86,.,84,108,.,123,95
O=C1C=CC(=O)N1c1cc(Cl)ccc1Cl,100&130,51&86,92&109,101&122,111&109,107&105,125&110,101&116
NN1C(=O)c2cnn(-c3ccccc3)c2N2CC(=O)CNN=C12,100,106,95,103,108,108,93,105
Nc1ccc(Oc2ccc(N)c([N+](=O)[O-])c2)cc1[N+](=O)[O-],88,84,77,99,94,96,81,119
N#CC(c1ccccc1)C1CCCCC1 (centres undefined),105,91,93,101,125,100,114,99
CCCCN(CCCC)Cc1cc(Nc2ccnc3cc(Cl)ccc23)ccc1O,83,62,83,94,59,105,.,94
CC1(C)CC[C@]2(C(=O)O)CC[C@]3(C)C(=CC[C@@H]4[C@@]5(C)C/C(=C/c6ccco6)C(=O)C(C)(C)[C@@H]5CC[C@]43C)[C@@H]2C1,-24*[100 µM],-81*[100 µM],-90*[100 µM],-0.6*[100 µM],-27*[100 µM],-79*[100 µM],-5.2*[100 µM],-69*[100 µM]
CCCCCNC(=O)c1ccc(NC(=O)CCl)s1,58,63,73,78,91,94,91,97
c1ccc(-c2nc(N3CCN(C4CCCCC4)CC3)c3ccccc3n2)cc1,96,99,99,64,98,98,92,91
CNC1=C([N+](=O)[O-])C(c2ccc(O)cc2)C(C#N)=C(c2ccc[nH]2)O1 (centres undefined),107,101,93,99,99,104,109,102
CCSc1nnc2c3cc(Br)ccc3n(C)c2n1,105,.,103,.,96,123,111,98
O=C(Oc1ccccc1C(=O)O)c1ccccc1O,102&102,106,105&101,105&122,102&117,111&112,117,106
Cc1nc(/N=C(N)/N=C(\N)c2cccc(Br)c2)sc1C,88,62,28,56,85,73,73,64
COc1ccc(NC(=O)Nc2ccc(OCC(=O)c3ccccc3)cc2)cc1,105,97,54,80,118,94,93,86
CC1(C)OC(C)(C)C(=N\O)/C1=N/N,.,119,109,115,107,99,103,133
CS(=O)(=O)Nc1ccc(C(=O)NC(C(=O)NO)c2ccc(-c3ccccc3)cc2)cc1 (centres undefined),105,94,94,77,108,99,105,109
CCCCCCn1c(=N)n(CC(O)COc2cccc(C)c2)c2ccccc21 (centres undefined),-88*,-91*,-72*,53,37,-92*,-5.1*,-80*
N=C(N)c1ccc(-c2ccc(-c3ccccc3)s2)s1,-60*,-81*,-85*,-67*,89,-96*,-21*,-78*

# Not a retest: an excerpt of the list.
SMILES,UACC-257,MALME-3M,UACC-62,T-47D,BT-549,SK-MEL-28,HS 578T,SK-MEL-2
O=C(N/N=C/c1ccncc1)c1ccccc1Nc1cccc(C(F)(F)F)c1,63,93,81,58,69,95,103,99
COc1cc(OC)c(NC(=O)CC(C)=O)cc1Cl,101,131,97,97,105,105,111,113
CCCCCCCCCCCCCCCC[N+]1(C)CCOCC1,49,-2.8*,47,.,15,86,16,58
O=C1Nc2ccccc2C1C1c2ccccc2NC(=O)N1Cc1ccccc1 (centres undefined),.,86,.,84,108,.,123,95
O=C1C=CC(=O)N1c1cc(Cl)ccc1Cl,100&130,51&86,92&109,101&122,111&109,107&105,125&110,101&116
NN1C(=O)c2cnn(-c3ccccc3)c2N2CC(=O)CNN=C12,100,106,95,103,108,108,93,105
Nc1ccc(Oc2ccc(N)c([N+](=O)[O-])c2)cc1[N+](=O)[O-],88,84,77,99,94,96,81,119
N#CC(c1ccccc1)C1CCCCC1 (centres undefined),105,91,93,101,125,100,114,99
CCCCN(CCCC)Cc1cc(Nc2ccnc3cc(Cl)ccc23)ccc1O,83,62,83,94,59,105,.,94
CC1(C)CC[C@]2(C(=O)O)CC[C@]3(C)C(=CC[C@@H]4[C@@]5(C)C/C(=C/c6ccco6)C(=O)C(C)(C)[C@@H]5CC[C@]43C)[C@@H]2C1,-24*[100 µM],-81*[100 µM],-90*[100 µM],-0.6*[100 µM],-27*[100 µM],-79*[100 µM],-5.2*[100 µM],-69*[100 µM]
CCCCCNC(=O)c1ccc(NC(=O)CCl)s1,58,63,73,78,91,94,91,97
c1ccc(-c2nc(N3CCN(C4CCCCC4)CC3)c3ccccc3n2)cc1,96,99,99,64,98,98,92,91
CNC1=C([N+](=O)[O-])C(c2ccc(O)cc2)C(C#N)=C(c2ccc[nH]2)O1 (centres undefined),107,101,93,99,99,104,109,102
CCSc1nnc2c3cc(Br)ccc3n(C)c2n1,105,.,103,.,96,123,111,98
O=C(Oc1ccccc1C(=O)O)c1ccccc1O,102&102,106,105&101,105&122,102&117,111&112,117,106
Cc1nc(/N=C(N)/N=C(\N)c2cccc(Br)c2)sc1C,88,62,28,56,85,73,73,64
COc1ccc(NC(=O)Nc2ccc(OCC(=O)c3ccccc3)cc2)cc1,105,97,54,80,118,94,93,86
CC1(C)OC(C)(C)C(=N\O)/C1=N/N,.,119,109,115,107,99,103,133
CS(=O)(=O)Nc1ccc(C(=O)NC(C(=O)NO)c2ccc(-c3ccccc3)cc2)cc1 (centres undefined),105,94,94,77,108,99,105,109
CCCCCCn1c(=N)n(CC(O)COc2cccc(C)c2)c2ccccc21 (centres undefined),-88*,-91*,-72*,53,37,-92*,-5.1*,-80*
N=C(N)c1ccc(-c2ccc(-c3ccccc3)s2)s1,-60*,-81*,-85*,-67*,89,-96*,-21*,-78*

# More entries
SMILES,UACC-257,MALME-3M,UACC-62,T-47D,BT-549,SK-MEL-28,HS 578T,SK-MEL-2
Cc1nc2ccccc2c(=O)n1Cc1nncs1,103,98,107,95,99,117,105,99
COc1cc(C(=O)/C=C/c2cccnc2Nc2ccccc2)cc(OC)c1OC,-88*,-72*,-84*,-40*,-56*,-97*,24,-57*
S=C(S)Nc1ccc(Cl)cc1,.,101,84,81,110,110,107,91
c1ccc2c(c1)CCCc1nnc3nncn3c1-2,97,102,108,78,103,110,96,111
c1cc(-c2nc3ccc4[nH]ncc4c3c3c2CCCC3)[nH]n1,91,88,51,74,31,94,41,29
COc1cc2c(c(OC)c1OC)C(=O)CC(c1cccc(NC(=O)c3ccc(Br)cc3)c1)O2 (centres undefined),53,47,19,10,16,57,71,8.8*
O=C1c2ccccc2C(=O)N1c1cccc(-c2cc3ccccc3[nH]2)c1,95,98,78,94,104,106,93,104
O=C(CSc1nc2ccccc2[nH]1)c1cc2ccccc2o1,109,101,93,89,104,109,103,107
O=C(Cn1c(=O)sc2ccccc21)NNS(=O)(=O)c1ccccc1[N+](=O)[O-],100,100,99,105,116,104,103,103
CCCCNC(=O)Oc1ccc(/C(=C(/C)Cc2ccc(OC)cc2)c2ccc(OCCN3CCCCC3)cc2)cc1,99,79,68,38,82,78,73,113
CCC(CC)NCCNc1cc(OC)cc2cccnc12,99,121,106,78,114,111,.,121
O=C(O)CC1c2ccccc2-c2ccccc21,.,98,102,95,108,116,106,121
O=c1[nH]c(=S)[nH]c(=O)n1-c1ccc2c(c1)OCO2,95,73,110,100,105,113,110,116
Cc1cc(=O)n(-c2nc(-c3ccco3)c(C#N)c(=O)[nH]2)[nH]1,105,105,105,90,96,113,112,97
OC(c1ccccc1)c1cccnc1 (centres undefined),100,107,107,87,95,108,120,100
O=C(O)C1OC(O)C(O)C(O)C1O (centres undefined),111,107,103,98,.,110,102,.
